GDH-TPI inh: GDH-TPI coupled enzyme inhibition counter-screen. inhibition, % at 4.8 µM. AID 588335. actives 1.2% (n = 360,000). GDH-TPI coupled enzyme counterscreen, NADH absorbance; in the data active means inhibition above about 30%;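 further: 0% = DMSO wells and 100% = wells lacking the enzyme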
FBA Mtb inh: inhibits M. tuberculosis FBA enzyme | P9WQA3 | purified M. tuberculosis FBA, fluorescence read-out | inhibition, % at 1 µM | actives 2.3% (n = 360,000) | AID 588726; in the data active means inhibition above about 27%;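 further: 0% = vehicle and 100% = reference inhibitor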
Target sequence (P9WQA3 whole entry, looked up): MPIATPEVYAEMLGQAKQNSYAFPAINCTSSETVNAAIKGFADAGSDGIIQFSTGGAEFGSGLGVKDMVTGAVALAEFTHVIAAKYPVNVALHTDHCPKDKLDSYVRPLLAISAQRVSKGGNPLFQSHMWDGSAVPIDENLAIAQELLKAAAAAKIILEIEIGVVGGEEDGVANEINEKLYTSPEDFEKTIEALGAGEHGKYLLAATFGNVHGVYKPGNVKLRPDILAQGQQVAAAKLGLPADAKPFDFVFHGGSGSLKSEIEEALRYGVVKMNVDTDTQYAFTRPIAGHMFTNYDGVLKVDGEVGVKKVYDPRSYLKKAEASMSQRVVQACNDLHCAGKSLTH
MazEF act: MazEF (E. coli) toxin RNase activation | activation, % at 20 µM | FAM/BHQ RNA-DNA oligo cleavage fluorescence, 5 h | actives 0.32% (n = 350,000); in the data active means activation above about 50%
Target sequence (P0AE70 whole entry, looked up): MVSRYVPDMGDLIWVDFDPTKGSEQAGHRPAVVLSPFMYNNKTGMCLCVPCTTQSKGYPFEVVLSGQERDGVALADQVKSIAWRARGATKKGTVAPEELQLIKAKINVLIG
Rv3671c inh: Rv3671c (M. tuberculosis) protease inhibition. P9WHR9. inhibition, % at 5.96 µM. actives 0.048% (n = 320,000); in the data active means inhibition above about 38%;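 further: extracellular domain of Rv3671c used as enzyme; 0% = enzyme with DMSO and 100% = no enzyme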
Target sequence (P9WHR9 whole entry, looked up, the tested form may be a part): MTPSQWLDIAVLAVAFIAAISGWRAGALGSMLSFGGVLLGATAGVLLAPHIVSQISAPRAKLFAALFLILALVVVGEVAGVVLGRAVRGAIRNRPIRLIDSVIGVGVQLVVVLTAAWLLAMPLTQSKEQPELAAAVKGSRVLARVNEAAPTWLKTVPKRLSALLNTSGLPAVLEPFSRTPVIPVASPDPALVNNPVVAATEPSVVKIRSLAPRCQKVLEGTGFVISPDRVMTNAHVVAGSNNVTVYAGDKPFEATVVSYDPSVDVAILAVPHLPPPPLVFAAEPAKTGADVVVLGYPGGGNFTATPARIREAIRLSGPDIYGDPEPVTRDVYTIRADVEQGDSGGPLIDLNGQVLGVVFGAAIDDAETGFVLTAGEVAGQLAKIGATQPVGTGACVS
FadD28 binding: blocks FadD28 binding to the bisubstrate probe; fluorescence polarization; inhibition, % at 12.5 µM; actives 0.22% (n = 360,000); in the data active means inhibition above about 8.5%, passing the limit was not always enough; inconclusive means no clear call, values can overlap the other calls
BoNT-F LC inh: inhibitors of Botulinum neurotoxin F light chain protease; Multiplex microsphere protease cleavage assay, flow cytometry; inhibition, % at 10 µM; actives 0.22% (n = 360,000); in the data active means inhibition above about 35%, passing the limit was not always enough; inconclusive means no clear call, values can overlap the other calls; further: plate controls were buffer without enzyme for full effect and enzyme alone for no effect
PrPC TRFRET: inhibitors of human cell surface prion protein PrPC; inhibition, % at 13.8 µM; P04156; actives 0.43% (n = 370,000); TR-FRET read-out; in the data active means inhibition above about 24%; further: 0% = median of the test wells and 100% = reference compound wells
BioA inh: inhibitors of Mycobacterium tuberculosis BioA enzyme; purified M. tuberculosis BioA enzyme, plate reader; inhibition, % at 9.99 µM; actives 0.096% (n = 360,000); AID 602481; in the data active means inhibition above about 40%; inconclusive means no clear call, values can overlap the other calls
UGM FP inh: inhibitors of M. tuberculosis UDP-galactopyranose mutase; P9WIQ1; purified UGM, fluorescence polarization probe displacement; inhibition, % at 10 µM; actives 0.06% (n = 320,000); AID 504406; in the data active means inhibition above about 10%, passing the limit was not always enough; inconclusive means no clear call, values can overlap the other calls
* = called active by the depositor; ? = inconclusive; nt = no result given; + = active, no number.

The opening four entries as a preview:
SMILES	GDH-TPI inh	FBA Mtb inh	MazEF act	Rv3671c inh	FadD28 binding	BoNT-F LC inh	PrPC TRFRET	BioA inh	UGM FP inh
CC1=CCC2C(=O)N(c3ccc(OC(=O)c4ccco4)cc3)C(=O)C2C1 (stereo unspecified)	9.1	0.4	6.3	4.3	-0.4	-0.3	7.8	-2.0	-1.1
O=C(NCc1ccncc1)c1ccc2nc(Cc3ccccc3F)oc2c1	6.9	2.5	-1.0	-9.0	0.3	-7.8	5.2	7.0	2.6
Cc1ccc(S(=O)(=O)N(C)/N=C/C=C/c2ccccc2)cc1	12.6	-1.0	1.8	-10.9	-0.5	2.3	-2.9	-1.2	-3.6
O=C(NC1CCCCC1)c1cc(-c2ccccn2)nc2ccccc12	4.7	-1.0	19.9	5.5	-1.0	4.9	-7.5	nt	0.1

This part in full (from the top)
SMILES	GDH-TPI inh	FBA Mtb inh	MazEF act	Rv3671c inh	FadD28 binding	BoNT-F LC inh	PrPC TRFRET	BioA inh	UGM FP inh
CC1=CCC2C(=O)N(c3ccc(OC(=O)c4ccco4)cc3)C(=O)C2C1 (stereo unspecified)	9.1	0.4	6.3	4.3	-0.4	-0.3	7.8	-2.0	-1.1
O=C(NCc1ccncc1)c1ccc2nc(Cc3ccccc3F)oc2c1	6.9	2.5	-1.0	-9.0	0.3	-7.8	5.2	7.0	2.6
Cc1ccc(S(=O)(=O)N(C)/N=C/C=C/c2ccccc2)cc1	12.6	-1.0	1.8	-10.9	-0.5	2.3	-2.9	-1.2	-3.6
O=C(NC1CCCCC1)c1cc(-c2ccccn2)nc2ccccc12	4.7	-1.0	19.9	5.5	-1.0	4.9	-7.5	nt	0.1
C=C(C)COc1ccc(-c2nc(N)ncc2Oc2ccccc2OCC)c(O)c1	8.7	-5.0	6.3	2.7	-4.4	-0.7	-7.4	0.9	-3.1
O=C1c2ccccc2C(Nc2ccc(S(=O)(=O)N3CCCCCC3)cc2)N1Cc1ccco1 (stereo unspecified)	1.9	-2.2	-8.9	2.6	-6.6	-10.7	-4.6	0.5	-0.1
COc1cc(Cc2nccc3cc(OC)c(OC)cc23)c(NC(C)=O)cc1OC	-6.0	0.5	4.2	2.2	-1.5	-3.4	-2.3	2.6	1.9
CC1(C)Cc2c(c(=S)nc(-c3ccccc3)n2CCN2CCOCC2)CO1	50.6*	2.1	1.6	1.5	0.5	-8.9	1.1	nt	-1.9
C=CCNCc1cc(=O)n2c(-c3ccccc3)csc2n1	4.1	0.9	3.4	4.2	nt	-26.9	-2.1	2.2	0.0
O=P(c1ccccc1)(c1ccccc1)c1ccc(O)cc1	0.0	1.7	8.4	1.8	-2.9	?	-1.5	-0.1	0.7
COc1cccc(NC(=O)C2COc3ccccc3O2)c1 (stereo unspecified)	-5.6	-1.8	8.3	1.1	-1.0	-10.9	21.1	-0.7	-3.3
COc1ccc(-c2cn3cc(Br)cnc3n2)cc1	8.6	7.7	-3.0	-8.5	-1.8	-5.2	4.8	0.8	-0.6
CN(CCC#N)C(=O)COC(=O)c1cc(Cl)cc(Cl)c1N	4.4	93.1*	11.8	7.3	-1.5	-4.3	0.2	nt	0.5
Cc1ccsc1C(=O)Nc1ccc(S(=O)(=O)N2CCOCC2)cc1	-1.1	-3.3	2.5	-1.6	nt	-4.8	3.1	-0.9	2.9
CCOC(=O)c1cnc(N2CC2)nc1N	1.8	-1.5	8.9	nt	-3.0	-1.0	-0.2	-1.4	nt
O=C1CNC(=O)/C(=C\c2ccccc2)N1	-2.9	-1.3	13.8	7.1	-3.2	-32.7	1.1	0.7	1.0
CC(C)(C)c1ccc(C(=O)NNc2cc(Cl)cc(Cl)c2)cc1	1.6	1.2	7.6	-5.6	-1.7	-2.9	6.5	nt	0.2
COc1ccc(-c2c(C)nn3c(N4CCCCCC4)cc(C)nc23)cc1OC	14.2	-0.3	-0.1	2.4	1.5	-26.8	0.4	1.4	0.7
COCCCn1c(=N)c(C(=O)NCC2CCCO2)cc2c(=O)n3cccc(C)c3nc21 (stereo unspecified)	1.6	+	6.0	-3.2	-3.5	2.4	-36.6	5.0	-2.5
CSc1nsc(SC)c1NC(=O)N1CCCCC1	0.9	1.7	1.3	-1.9	1.7	4.2	-10.5	nt	-2.7
CSc1ccc(/C=N/NC(=O)c2cc(O)cc(O)c2)cc1	48.9*	1.8	3.1	-11.3	-6.2	-4.2	-4.1	4.8	3.4
COc1ccc2c(CC(=O)Nc3nc(C)cs3)coc2c1	-3.4	1.9	13.7	3.4	-1.3	-2.9	3.2	nt	0.7
COc1ccc(NC(=O)CN2CCc3ccccc3C2)cc1S(=O)(=O)N1CCOCC1	11.4	3.7	-4.7	0.2	0.2	4.9	6.1	nt	-0.3
O=C(Nc1ccc(Oc2ccccc2)cc1)c1csc([C@H]2C[C@H](O)[C@@H](CO)O2)n1	-2.6	-1.1	nt	nt	-5.8	-5.9	12.2	-0.2	nt
Cc1ccc(C)c(C(=O)COC(=O)CNS(=O)(=O)c2ccccc2)c1	-4.5	0.7	4.5	0.4	-3.3	-9.0	8.0	nt	-1.7
Cc1cc(C)nc(Nc2n[nH]c(COc3ccc(Cl)cc3)n2)n1	5.5	-1.3	-83.8	1.9	-2.3	1.6	10.5	-0.8	1.9
COc1ccccc1N1CCN(CC(O)COc2ccc3c(c2)CCC3)CC1 (stereo unspecified)	1.8	-4.5	-2.0	9.1	-1.0	-1.0	-3.5	0.6	-2.7
Cc1ccc(F)c(C2=CC(=O)C[C@H](c3ccc(F)cc3)C2)c1	-6.0	1.1	-5.0	-2.1	-3.2	-2.3	3.3	1.6	-1.9
C=CCn1c(C)cc(C(=O)CSc2nc3ccccc3o2)c1C	4.2	2.2	-4.8	-13.2	-0.9	-5.7	2.0	-0.2	2.3
CC(=O)C1=C(O)C(=O)N(c2ccc(C)cc2)C1c1ccc([N+](=O)[O-])cc1 (stereo unspecified)	21.5	-1.4	9.8	-1.4	-2.9	-1.9	-8.5	nt	2.2
COn1c(-c2ccccc2)c(C=O)c2ccccc21	3.9	2.2	-1.5	3.3	-0.2	?	-2.0	2.5	-1.7
COc1ccc(Cl)cc1NC(=O)Nc1ccc(Br)cn1	-0.4	0.0	0.4	1.3	-2.3	-6.2	1.0	0.5	-0.8
Cc1cc(C)cc(NC(=O)C2CCCN2S(=O)(=O)c2ccc3c(c2)C(C)(C)C(=O)N3C)c1 (stereo unspecified)	5.9	3.3	-0.1	-3.5	-1.6	-10.9	36.6*	0.0	-0.1
CC(=O)Nc1cc(NC(C)=O)cc(C(=O)OCC(=O)N2CC(C)OC(C)C2)c1 (stereo unspecified)	-0.4	5.8	7.3	1.4	-0.3	?	-3.2	0.1	2.4
CCCCN(C)c1c(C)nc2ccc(C(=O)N(C)Cc3ccco3)cn12	1.8	-0.4	nt	nt	-4.1	8.2	-5.7	0.3	nt
CCOc1ccc(Cc2onc3c2C(=O)CC(C)(C)C3)cc1OCC	-1.9	1.8	2.0	0.5	-1.5	-0.4	5.6	nt	0.3
O=C(Nc1cc(C(F)(F)F)ccc1Cl)C(Sc1ccccn1)c1ccccc1 (stereo unspecified)	-8.8	2.3	-10.4	-8.3	-1.8	-0.7	0.1	nt	2.5
COc1ccc(C(=O)NNC(=O)c2cc3cccc(OC)c3oc2=O)cc1	11.8	1.2	2.0	6.1	-0.4	0.1	1.7	nt	0.9
Cc1ccc(S(=O)(=O)N(C)Cc2ccc(-c3nnc4n3CCC4)cc2)cc1	-1.5	0.0	-11.1	6.2	0.8	-6.3	-0.7	-1.4	-2.7
Oc1ccccc1C=NN=Cc1ccccc1Cl	10.3	5.6	-3.4	nt	-0.7	-5.1	-4.0	nt	nt
CC(=O)Nc1ccc(OS(=O)(=O)c2c(C)cc(C)cc2C)cc1	-6.8	-2.8	4.1	-8.5	-5.6	-1.0	3.1	1.1	1.1
Cc1ccc(CN2CC(C(=O)Nc3ccc4c(C)cc(=O)oc4c3)CC2=O)cc1 (stereo unspecified)	16.1	89.3*	1.8	-5.4	-0.1	14.5	-0.6	nt	3.0
CC(C)(O)CNC(=O)Nc1ccc(Cl)c(Cl)c1	6.4	1.6	2.6	-0.5	-0.6	-4.7	1.5	nt	-2.6
COCCN(CCOC)S(=O)(=O)c1ccc(C(=O)Nc2nnc(C3CC3)o2)cc1	19.4	0.7	-2.2	-6.1	1.4	6.9	0.7	-4.1	1.4
COc1ccc(S(=O)(=O)NC(CC(=O)NCc2ccco2)c2ccco2)cc1 (stereo unspecified)	-5.0	0.7	0.7	-1.0	-3.8	-21.3	4.5	-0.2	3.2
Cc1ccccc1C(=O)c1cccn1CC(=O)NCCC1=CCCCC1	2.6	1.4	1.7	-6.0	-0.9	-8.2	11.8	nt	4.2
Cc1ccc(S(=O)(=O)NC(=O)Nc2ccc(N(C)C)cc2)cc1	0.0	0.8	9.0	-29.8	0.9	-31.2	-30.1	-2.0	2.2
O=C(Cn1nnc(-c2cccs2)n1)N1CCc2ccccc2C1	4.8	1.5	-2.4	-1.6	-0.1	1.5	-4.5	9.4	0.5
CCOC(=O)N1CCN(CC(=O)Nc2ccc(F)cc2)CC1	2.6	-0.8	-4.8	4.2	-1.1	-4.1	-7.1	nt	2.0

Whole records, looked up by structure. Order of values: GDH-TPI inh	FBA Mtb inh	MazEF act	Rv3671c inh	FadD28 binding	BoNT-F LC inh	PrPC TRFRET	BioA inh	UGM FP inh
Entry for Cc1ccccc1C(=O)c1cccn1CC(=O)NCCC1=CCCCC1 : 2.6	1.4	1.7	-6.0	-0.9	-8.2	11.8	nt	4.2
Entry for Cc1ccc(S(=O)(=O)NC(=O)Nc2ccc(N(C)C)cc2)cc1 : 0.0	0.8	9.0	-29.8	0.9	-31.2	-30.1	-2.0	2.2
Entry for CC(C)(O)CNC(=O)Nc1ccc(Cl)c(Cl)c1 : 6.4	1.6	2.6	-0.5	-0.6	-4.7	1.5	nt	-2.6
Entry for O=C(Cn1nnc(-c2cccs2)n1)N1CCc2ccccc2C1 : 4.8	1.5	-2.4	-1.6	-0.1	1.5	-4.5	9.4	0.5
Entry for COc1ccc(S(=O)(=O)NC(CC(=O)NCc2ccco2)c2ccco2)cc1 (stereo unspecified) : -5.0	0.7	0.7	-1.0	-3.8	-21.3	4.5	-0.2	3.2

Bioassay records as filed in PubChem BioAssay.
